Bioassay records from PubChem BioAssay.
Mcl-1 Bim block – inhibitors of Bim peptide binding to Mcl-1, primary screen, biochemical, bead-based flow cytometry, multiplex | Induced myeloid leukemia cell differentiation protein Mcl-1 (Homo sapiens), Q07820 | Bim peptide-Mcl-1 binding | inhibition, % at 10 µM | actives 0.1% (n = 190,000) | AID 1009, 2008; in the data active = inhibition above about 40%;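 note: 0% = no compound tracer wells and 100% = peptide blocker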
Target sequence (Q07820 whole entry, looked up): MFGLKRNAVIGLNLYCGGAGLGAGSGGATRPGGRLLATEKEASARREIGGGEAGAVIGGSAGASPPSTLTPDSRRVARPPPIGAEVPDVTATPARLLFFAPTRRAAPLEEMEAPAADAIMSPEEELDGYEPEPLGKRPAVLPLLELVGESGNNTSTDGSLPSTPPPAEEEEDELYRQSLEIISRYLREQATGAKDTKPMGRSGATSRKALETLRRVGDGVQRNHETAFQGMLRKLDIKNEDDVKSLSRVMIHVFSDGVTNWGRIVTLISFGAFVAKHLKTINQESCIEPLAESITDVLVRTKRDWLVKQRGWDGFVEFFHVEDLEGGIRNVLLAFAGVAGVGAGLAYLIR
Rab2A wt mod – modulators of GTP binding to Rab2A wildtype, primary screen, biochemical, dog, bead-based flow cytometry, multiplex; actives 0.19% (n = 190,000); GST-Rab2 wt beads, Bodipy-GTP binding; AID 760, 2007; GTP binding activity, % at 10 µM; Ras-related protein Rab-2A (Canis lupus familiaris), P61105;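 active = GTP binding activity at least 20 points away from 100%, either lowered or raised; inconclusive = signal likely due to the compound's own green fluorescence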;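 note: 0% = beads with excess unlabeled GTP and 100% = no-compound control corrected for plate trend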
Pf gametocyte – late stage P. falciparum gametocyte viability inhibitors, primary screen, ATP luminescence, HTS | actives 0.065% (n = 150,000) | inhibition, % at 10.9 µM | AID 743093, 2013 | P. falciparum stage V gametocytes, 24 h;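 active = inhibition above the mean plus 3 SD of compounds within the control limits, set per campaign, cut at about 38% in these data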;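 note: 0% = DMSO wells and 100% = medium only without gametocytes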
Rab7 wt modul – modulators of GTP binding to Rab7, primary screen, biochemical, wildtype, multiplex bead flow cytometry; Rab7 GTPase wild type (dog), Bodipy-FL-GTP binding; GST-Rab7 beads, fluorescent GTP binding; actives lie on both sides; untreated = 100%, excess cold GTP = 0%; actives 0.055% (n = 190,000); GTP binding activity (percent of control), % at 10 µM;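 active = fluorescent GTP binding to Rab7 beads changed by at least 20 points from the 100% baseline, either direction, mostly lower; inconclusive = compound itself probably fluorescent, or too few beads counted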;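 note: median green fluorescence of bound Bodipy-FL-GTP per Rab7 bead population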
Avidin bead fluor – green autofluorescence of compounds with avidin beads – biophysical, 488/530 nm, flow cytometry, artefact control, profiling panel; compound fluorescence 488/530 nm; hits give high values; fluorescence (KMESF) at 10 µM; actives 0.38% (n = 220,000); in the data active = fluorescence above about 47; note: inactives centre near 10
Mcl1-Noxa inh – Mcl-1/Noxa binding inhibitors, primary screen, biochemical, TR-FRET, 1536-well. Induced myeloid leukemia cell differentiation protein Mcl-1 (Homo sapiens), Q07820. TR-FRET Mcl-1/Noxa peptide binding, 2 h. inhibition, % at 21.7 µM. actives 1.5% (n = 220,000). AID 1022, 2008;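 active = compounds that cut the protein-peptide binding signal by more than 50% relative to plate controls in a single-dose test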;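 note: His-tagged Mcl-1 with rhodamine Noxa BH3 peptide and terbium anti-His antibody; 0% = Mcl-1 plus Noxa peptide wells and 100% = peptide-only wells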
Mcl1-Bid inh – Mcl-1/Bid binding inhibitors, primary screen, biochemical, TR-FRET, 1536-well | TR-FRET Mcl-1/Bid-Dy647 peptide binding | inhibition, % at 21.7 µM | actives 0.97% (n = 220,000);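 active = compounds that cut the binding signal by more than half at the single screening dose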;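 note: His-tagged Mcl-1 with europium anti-His antibody binding Bid BH3 peptide; 0% = Mcl-1 plus peptide wells and 100% = peptide-only wells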
Rac1 wt modul – wildtype Rac1 GTP binding modulators, primary screen, biochemical, GST-Rac1 beads, flow cytometry, multiplex. fluorescent GTP binding; actives lie on both sides; 0 = cold GTP competed, 100 = untreated. GTP binding activity (% of control), % at 10 µM. actives 0.27% (n = 190,000). AID 757, 2007;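 active = GTP binding activity at least 20 points away from the 100% control level, either lower or higher; inconclusive = compound flagged as likely green fluorescent, judged across all proteins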
HRas wt GTP – modulators of GTP binding to HRas wildtype, primary screen, biochemical, bead-based flow cytometry, multiplex; GTPase HRas (Homo sapiens), P01112; GTP binding activity, % at 10 µM; actives 0.14% (n = 190,000); GST-Ras wt beads, Bodipy-FL-GTP binding; actives lie on both sides;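 active = GTP binding activity at least 20% away from the 100% baseline, either lowered as inhibitor or raised as activator; inconclusive = flagged as likely green fluorescent, judged across all proteins in the well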;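 note: 0% = unlabeled GTP competition control and 100% = no-compound control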
Target sequence (P01112 whole entry, looked up): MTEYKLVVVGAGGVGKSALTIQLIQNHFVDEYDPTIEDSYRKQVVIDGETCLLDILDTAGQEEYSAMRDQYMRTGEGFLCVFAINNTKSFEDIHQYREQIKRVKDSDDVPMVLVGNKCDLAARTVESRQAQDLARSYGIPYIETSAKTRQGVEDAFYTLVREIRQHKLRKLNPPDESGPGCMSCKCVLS
Cdc42 wt GTP – modulators of GTP binding to wildtype Cdc42, primary screen, biochemical, multiplex bead flow cytometry, Bodipy-GTP; Cell division control protein 42 homolog (Homo sapiens), P60953; GST-Cdc42 beads; actives lie on both sides; percent activity (GTP binding), % at 10 µM; actives 0.2% (n = 190,000); AID 761, 2007;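 active = percent activity GTP binding at least 20 points away from the 100% baseline, either down as inhibitor or up as activator; inconclusive = compound flagged as likely green fluorescent from well-wide comparison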;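 note: median bead fluorescence of bound Bodipy-FL-GTP at 100 nM; 0% = excess unlabeled GTP control and 100% = no compound control; below 100% means less GTP binding so inhibitor and above means activator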
Target sequence (P60953 whole entry, looked up): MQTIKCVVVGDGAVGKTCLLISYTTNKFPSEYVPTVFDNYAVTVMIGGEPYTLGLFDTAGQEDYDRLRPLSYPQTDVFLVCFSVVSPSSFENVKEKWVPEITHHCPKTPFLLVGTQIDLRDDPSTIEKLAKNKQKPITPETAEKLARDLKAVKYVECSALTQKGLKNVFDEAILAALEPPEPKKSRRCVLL
Rac1 act GTP bind – GTP binding modulators of activated mutant Rac1, primary screen, biochemical, bead-based flow cytometry, multiplex, fluorescent GTP. Ras-related C3 botulinum toxin substrate 1 (Homo sapiens), P63000. GST-Rac1 activated beads; actives lie on both sides; 100% means binding = to untreated wells. percent activity (GTP binding), % at 10 µM. actives 0.11% (n = 190,000);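 active = GTP binding at least 20 percentage points away from the 100% baseline, in either direction, so actives lie on both sides; inconclusive = Compound likely fluorescent itself, or too few beads counted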
* marks the source's active call; other numbers are inactive results; ? = inconclusive; . = no result given. Compounds as they come; about 2.7% have a hit in one of these screens.

Molecule	Mcl-1 Bim block	Rab2A wt mod	Pf gametocyte	Rab7 wt modul	Avidin bead fluor	Mcl1-Noxa inh	Mcl1-Bid inh	Rac1 wt modul	HRas wt GTP	Cdc42 wt GTP	Rac1 act GTP bind
COc1cc(C2NC(=O)N(C)C3=C2C(=O)CCC3)cc(OC)c1OC (centres undefined)	-2	103	-1	101	10	-3	-1	106	101	101	99
COc1ccc(-n2nc(C(=O)NCc3cc(OC)ccc3OC)c3c4ccccc4n(C)c3c2=O)cc1	-1	96	-4	97	8	3	-24	96	97	98	96
COc1cc(OC)cc(C(=O)N[C@H](C(=O)Nc2nc3ccccc3[nH]2)C(C)C)c1	2	98	4	97	6	-8	-11	97	95	97	96
Nc1nnc(SCC(=O)N2CCN(c3ccccc3)CC2)n1-c1ccccc1	0	98	-9	95	14	41	97*	98	98	102	98
O=C(Nc1ccccc1F)C1CCN(C(=O)Cc2ccccc2)CC1	0	98	.	98	2	2	11	100	98	98	97
Cc1nn2c(c1-c1ccc(Cl)cc1)N=C(c1ccco1)CC2c1ccccc1 (centres undefined)	-1	94	.	93	22	20	6	94	93	94	94
O=C(NCc1cccnc1)C(=O)NCC(c1ccco1)N1CCN(c2ccc(F)cc2)CC1 (centres undefined)	-2	102	20	100	11	22	-42	105	102	102	101
CN1CCN(c2ccc(NC(=O)COc3ccc(Cl)cc3Cl)cc2)CC1	0	100	-7	101	13	14	-24	103	102	102	98
O=C(CNC(=O)c1cccc(F)c1)N/N=C/c1cc(Br)ccc1OC(=O)/C=C/c1ccco1	-5	96	7	100	14	17	-16	102	96	95	97
CCN(CC(=O)Nc1cccc(OC)c1)C(=O)c1ccc(C)s1	-2	102	.	101	32	-18	-7	105	101	102	101
CCOC(=O)C(C)(C)N(Cc1ccc(C)cc1)S(=O)(=O)c1ccc(Cl)c([N+](=O)[O-])c1	1	98	3	99	6	-1	7	104	99	102	100
Cc1nn(C)c(C)c1/C=C/C(=O)c1ccccc1	-1	98	.	101	15	-17	-51	109	102	108	95
Cc1cccc2cc3c(N)c(C(=O)N4CCc5ccccc54)sc3nc12	-2	99	16	102	11	47	4	98	97	97	97
Cc1ccc(N2CCN(C(=S)c3ccc(-c4cccc([N+](=O)[O-])c4)o3)CC2)cc1	-10	87	-10	99	7	21	-56	87	88	85	84
N#CCCn1cc(/C=N/O)c(-c2ccc(F)cc2)n1	-5	99	-15	101	25	21	-8	105	102	100	100
COc1ccc(S(=O)(=O)NCc2csc(-c3cccnc3)n2)cc1	0	103	.	102	6	20	-13	103	102	102	98
CCOC(=O)N1CCN(C(=O)c2ccc(Cl)c(S(=O)(=O)N3CCOCC3)c2)CC1	3	103	.	103	12	-2	-3	98	102	102	100
Fc1ccc(N2CCN(c3ncnc4nc[nH]c34)CC2)cc1	0	101	.	100	7	6	-30	107	100	104	100
Fc1ccccc1-c1n[nH]c(=S)n1CC1CCCO1 (centres undefined)	-5	97	-23	97	11	9	-29	98	97	99	95
CC/C(C)=N/Nc1nc2sc3c(c2c(=O)[nH]1)CC(C)(C)OC3	-1	96	.	94	9	-6	-39	99	97	97	97
CC1CN(S(=O)(=O)c2ccc(C(=O)NN3CCN(C)CC3)cc2)CC(C)O1 (centres undefined)	-4	100	4	102	3	15	-4	102	100	100	100
CC(NC(=O)Nc1ccc(F)cc1F)c1ccncc1 (centres undefined)	1	99	-11	99	19	4	25	96	99	101	98
COCCNC(=S)Nc1cc(S(=O)(=O)N2CCOCC2)ccc1N1CCCCC1	-7	101	4	104	4	10	-27	100	98	99	96
CC(C)C(=O)N(Cc1ccc(F)cc1)Cc1nc2ccccc2c(=O)[nH]1	-2	95	.	92	8	10	-17	94	94	95	94
O=C(COC(=O)Cc1ccc(Cl)cc1Cl)Nc1ccc(OC(F)F)cc1	-6	96	-21	100	11	-2	-7	104	98	97	97
COc1ccc(C(=O)NCCCc2nc3ccccc3n2Cc2ccccc2C)cc1OC	-3	100	.	97	.	-12	-5	109	101	105	103
COc1ccccc1NC(=O)C1=C(C)Nc2ncnn2C1c1cccs1 (centres undefined)	0	101	.	101	19	-3	-7	108	100	105	99
COc1ccc(NC(=O)CN2CCc3ccccc3C2)cc1S(=O)(=O)N1CCOCC1	-9	?	10	?	13	6	-15	?	?	?	?
Cn1c(C(=O)NCCCN2CCN(c3cccc(Cl)c3)CC2)cc2c(=O)n(C)c3ccccc3c21	-2	?	.	?	4	37	7	?	?	?	?
Cc1cc(C)c2[nH]c(=O)c(CN(Cc3ccco3)C(=O)c3cccs3)cc2c1	-2	99	.	100	11	15	6	107	100	99	100
COC(=O)CN(c1ccccc1F)S(=O)(=O)c1ccc(C)cc1	0	97	3	94	11	13	-17	100	95	98	96
COC(=O)[C@@H]1CC[C@H](C)[C@@H](c2ccc(C)cc2)N1C(=O)c1ccc(/C=N/OC[C@@H](O)[C@H]2O[C@@H]3OC(C)(C)O[C@@H]3[C@H]2O)cc1	0	99	.	97	7	-2	-1	100	98	101	97
CCc1ccc(C2C(C#N)=C(N)SC(N)=C2C#N)s1	-2	101	.	102	11	26	-79	99	100	99	97
Cc1cccc(NC(=O)CS(=O)(=O)c2cn(C)c3ccccc23)c1	0	99	.	97	6	-5	-13	100	99	100	100
CCOc1ccc(Oc2ccccc2NC(=O)CCNC(C)=O)cc1	0	101	.	108	5	3	-18	101	103	99	99
CS(=O)(=O)N(CC(=O)N1CCN(Cc2ccccc2)CC1)C1CCCCC1	-2	95	-6	95	6	-17	-11	94	97	95	96
CC1=NOC(=O)/C1=C/c1ccc(O)cc1	-3	94	-10	105	8	0	-62	95	95	93	92
Cc1cc(CNCc2cn(C)nc2-c2ccc(Oc3ccccc3)cc2)on1	0	99	5	104	3	2	-18	97	97	94	94
CC(C)[C@H](NC(=O)OCc1ccccc1)C(=O)OCC(=O)NC1CCCCC1	-14	101	4	103	32	-4	5	101	98	97	97
CSc1cccc(CN2CCN(CCC(C)C)C(CCO)C2)c1 (centres undefined)	-6	102	2	106	0	10	-27	98	97	98	95
Cc1cc(OC(C)C)nc(NCc2ccccc2)n1	-2	98	19	99	21	3	-6	100	102	99	97
Cc1ccccc1NC(=S)NCc1cccs1	1	100	-19	99	9	9	-90	100	101	103	99
CCOc1ccc(NC(=O)CN(C)CC(=O)Nc2ccccc2SC)cc1OCC	-8	100	11	100	7	-15	-24	98	99	100	98
O=C(CNC(=S)NC(=O)c1ccccc1Br)c1ccccc1	-3	98	-21	104	9	-5	-45	97	98	98	94
O=C(Cc1nn[nH]n1)NCCC1=CCCCC1	10	94	-9	95	8	24	-1	93	96	95	93
CCCc1nc2c(nnn2Cc2ccccc2Cl)c(=O)[nH]1	0	94	.	99	16	4	-17	94	92	92	90
CC(c1ccco1)N(C(=O)COc1ccc(Cl)cc1)c1ccccn1 (centres undefined)	-4	99	-15	97	6	48	-35	100	98	97	97
O=C(NC1CC2CCC(C1)N2Cc1ccco1)c1ccccc1 (centres undefined)	1	98	22	97	5	-4	10	106	100	103	99
CC(=O)CSc1ccc(C(=O)O)cn1	-9	95	6	97	4	8	-36	103	98	99	99
CCOC(=O)N1CCN(c2ncnc3nc[nH]c23)CC1	0	102	.	100	8	6	-7	104	101	105	98
COc1ccc(C(=O)/C=C/c2cn(CN3CCN(C)CC3)c3ccccc23)cc1	-3	101	.	98	36	-2	4	104	103	102	100
